Source: PubChem BioAssay
DAX1 inh-1: blocks DAX1 repression of SF-1 activated StAR promoter; HEK293T StAR-luciferase reporter, SF-1/DAX-1 repression relief; inhibition, % at 6.8 µM; hit rate 1.1% among 370,000; AID 652010;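 active = inhibition above the mean over all tested compounds plus 3 SD, cut at about 3.6% in these data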;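 also: 0% = DAX-1 cells with DMSO and 100% = cells lacking DAX-1 with DMSO; higher inhibition means more luminescence from relief of DAX-1 repression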
hcDAF-12 act: H. contortus DAF-12 activation, primary screen; HEK293 hcDAF-12 lit1-tk-luc reporter, luminescence; 0% DMSO, 100% Δ7-dafachronic acid; activation, % at 6.8 µM; hit rate 1.4% among 370,000;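 active = activation above the mean of all tested compounds plus 3 SD, cut at about 5.5% in these data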;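 also: 100% = response to 3 µM Δ7-dafachronic acid high control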
hgDAF12 agonist: activates the H. glycines DAF-12 receptor ligand-binding domain; HEK293 GAL4-hgDAF12 UAS-luciferase reporter, agonist luminescence; normalized to butyrate control; activation, % at 6.8 µM; hit rate 1.8% among 370,000; AID 687014;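 active = activation above a cutoff set at the mean of all screened compounds plus 3 SD, cut at about 10% in these data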;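 also: 0% = DMSO wells and 100% = sodium butyrate wells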
FXN GAA850 act: activators of GAA850 frataxin (FXN) promoter | HEK293 lucGAA850 FXN promoter luciferase reporter, 24 h; percent of 10 µM SAHA response | activation, % at 6 µM | hit rate 0.56% among 360,000;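 active = activation above the average of all compounds screened plus 3 SD, cutoff fixed separately per campaign, cut at about 7.5% in these data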;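 also: 0% = DMSO wells and 100% = 10 µM SAHA wells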
SMARCA2 act: increases SMARCA2 function in MMTV reporter cells. activation, % at 9.1 µM. MG213 cells, MMTV-luciferase reporter, dexamethasone, overnight. hit rate 1% among 370,000; in the data active = activation above about 7.8%;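 also: 0% = vehicle wells and 100% = reference activator wells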
GC-B act: GC-B (human) receptor activation | activation, % at 10 µM | P20594 | hit rate 0.11% among 370,000 | HEK293-GC-B cells, CNP EC30, cGMP TR-FRET; 0% at EC30 CNP, 100% saturating CNP | AID 1920062;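 active = activation at 10 µM reaching about 35% in either raw or pattern-adjusted values, limit read from the data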
DAX1 inh-2: NR0B1 (DAX1) inhibition | HEK293 Gal4-DAX1 luciferase reporter, luminescence | hit rate 0.99% among 340,000 | AID 504766 | inhibition, % at 6.75 µM;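 active = inhibition above the mean over all tested compounds plus 3 SD, cut at about 4.2% in these data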;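 also: 0% = DAX1-transfected cells with DMSO and 100% = empty-vector control cells with DMSO; inhibition shows as a rise in luminescence from relieved DAX1 repression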
HGIII-sPLA2 inh: Inhibits HGIII-sPLA2 liposome hydrolysis, primary screen | QFRET BODIPY PC-A2 liposome hydrolysis, fluorescence | inhibition, % at 12.2 µM | hit rate 0.56% among 370,000 | AID 743126;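 active = inhibition above mean plus 3 SD of compounds lying within the high and low control bounds, cut at about 19% in these data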;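 also: 0% = median of test compound wells and 100% = no enzyme DMSO wells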
ssDAF12 agonist: S. stercoralis DAF-12 activation, primary screen; HEK293 ssDAF-12/GRIP1 lit1-tk-luc reporter, luminescence; % of 3 µM dafachronic acid response; AID 652126; activation, % at 6.8 µM; hit rate 1% among 370,000;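 active = activation above the mean over all tested compounds plus 3 SD, cut at about 0.9% in these data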;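 also: 0% = DMSO-only wells and 100% = 3 µM delta7-dafachronic acid wells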
GC-A act: GC-A (human) enzyme activation | P16066 | HEK293 GC-A cells, cGMP TR-FRET, EC30 ANP; 0% at EC30 ANP, 100% saturating ANP | activation, % at 10 µM | hit rate 0.14% among 370,000 | AID 1671463; in the data active = activation above about 40%
Target sequence (P16066 whole entry, looked up): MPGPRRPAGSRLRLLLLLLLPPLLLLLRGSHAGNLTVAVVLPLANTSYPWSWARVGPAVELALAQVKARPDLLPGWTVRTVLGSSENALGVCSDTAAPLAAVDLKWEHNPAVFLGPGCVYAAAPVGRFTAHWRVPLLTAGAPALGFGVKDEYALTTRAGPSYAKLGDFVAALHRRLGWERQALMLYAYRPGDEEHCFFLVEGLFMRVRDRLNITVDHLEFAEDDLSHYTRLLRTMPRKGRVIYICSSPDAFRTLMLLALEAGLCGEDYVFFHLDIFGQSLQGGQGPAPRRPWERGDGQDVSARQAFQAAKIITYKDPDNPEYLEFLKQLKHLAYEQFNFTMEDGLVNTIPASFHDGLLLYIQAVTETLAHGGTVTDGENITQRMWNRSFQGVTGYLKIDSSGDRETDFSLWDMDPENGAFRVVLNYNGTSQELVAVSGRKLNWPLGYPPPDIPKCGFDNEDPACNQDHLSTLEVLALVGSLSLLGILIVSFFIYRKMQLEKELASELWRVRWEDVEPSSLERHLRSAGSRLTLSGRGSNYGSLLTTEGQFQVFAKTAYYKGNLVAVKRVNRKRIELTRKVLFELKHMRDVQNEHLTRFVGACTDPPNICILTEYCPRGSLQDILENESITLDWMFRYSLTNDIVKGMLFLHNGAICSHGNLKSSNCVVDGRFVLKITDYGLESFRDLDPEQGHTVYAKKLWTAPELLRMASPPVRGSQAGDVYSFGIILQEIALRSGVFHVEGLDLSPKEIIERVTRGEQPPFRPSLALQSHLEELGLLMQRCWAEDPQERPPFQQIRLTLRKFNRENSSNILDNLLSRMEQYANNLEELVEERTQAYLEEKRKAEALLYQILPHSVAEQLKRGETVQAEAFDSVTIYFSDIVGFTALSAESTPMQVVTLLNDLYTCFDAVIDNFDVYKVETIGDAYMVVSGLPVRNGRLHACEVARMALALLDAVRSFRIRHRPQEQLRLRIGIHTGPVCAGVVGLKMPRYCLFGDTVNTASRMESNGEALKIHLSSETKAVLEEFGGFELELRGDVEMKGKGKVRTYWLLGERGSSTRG
proKLK7 act: proKLK7 (human) activation, primary screen | P49862 | purified proKLK7, EDANS-DABCYL substrate fluorescence; 100% is mature enzyme control, 0% vehicle | activation, % at 7 µM | hit rate 0.9% among 370,000 | AID 652039;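 active = activation above the mean of all tested compounds plus 3 SD, computed per campaign excluding outliers beyond control limits, cut at about 13% in these data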
Numbers without * were called inactive; / = no result given; & = joins results of further samples.

canonical_smiles,DAX1 inh-1,hcDAF-12 act,hgDAF12 agonist,FXN GAA850 act,SMARCA2 act,GC-B act,DAX1 inh-2,HGIII-sPLA2 inh,ssDAF12 agonist,GC-A act,proKLK7 act
CC(=O)Nc1ccc(/C=C/c2nc3ccccc3[nH]c2=O)cc1,-0.2,-3.6,3.2,0.6,5,-5,1.0,0,-1.0,-2,-0.6
Cc1cc(/C=C2/NC(=O)NC2=O)c(C)n1-c1ccc(C#N)cc1,0.2,-1.4,-1.9,2.8,0,-1,-0.2,1,-1.2,0,1.8
CN(C)CCNC(=O)Nc1ccc(F)cc1F,-0.5,1.0,-3.9,0.8,-3,1,2.0,6,-1.1,4,-0.5
NC(=O)CCC(NS(=O)(=O)c1ccc(Cl)cc1)C(=O)NCC1CCCCC1 (stereo unspecified),1.1,-0.9,-1.6,-2.8,-3,5,2.2,-16,-1.0,3,-0.4
CC1CCN(C(=O)Cn2c(=O)oc3cc(S(=O)(=O)N4CCCCC4)ccc32)CC1,2.1,-1.4,-0.7,-0.8,0,1,4.9*,-3,-1.2,7,0.2
CN1CCN(S(=O)(=O)c2ccc(N(C)Cc3ccc(OC(F)F)cc3)c([N+](=O)[O-])c2)CC1,-2.5,-2.5,-5.6,1.6,-4,2,-1.2,-5,-1.6,3,0.1
CC(C)Oc1cc(NC(=O)CS(=O)(=O)CC(=O)N(C)C)c(Cl)cc1Cl,-0.6,-1.6,-1.9,-0.6,5,-2,-2.4,-21,-1.0,-1,0.0
CCNc1ccc(S(=O)(=O)N2CCOCC2)cc1NCC(=O)Nc1cccc(Br)c1,-0.2,-1.7,4.0,-3.2,-3,0,0.4,-10,-1.2,-3,0.1
CC(C)COc1ccc(C(=O)Nc2ccc(N3CCOCC3)cc2N2CCOCC2)cc1,1.0,0.9,1.8,-0.8,1,-1,0.8,-2,-0.9,-1,-0.1
Cc1ccccc1C(=O)N1CCN(c2ccc(NC(=O)c3ccco3)cc2Cl)CC1,-1.6,-4.0,-1.2,-3.3,-3,4,-2.3,-14,-2.1,5,-0.1
CN(CC(=O)Nc1ccc(F)cc1)C(=O)CCc1nc2ccccc2c(=O)[nH]1,1.5,0.4,1.9,-1.2,-1,4,1.3,-1,-0.8,2,-0.4
O=C(COc1ccc(Br)cc1)NC(=S)Nc1ccccc1N1CCOCC1,-0.8,-0.3,0.8,-2.5,-1,14,0.8,6,-0.5,21,-0.1
CCOc1ccc(N2C(=O)CC(SC(=NC)Nc3ccc(F)cc3)C2=O)cc1 (stereo unspecified),-0.7,-2.2,1.7,-2.2,-1,-1,-0.4,-15,-1.2,-3,0.0
Cc1cc(C(=O)CN2C(=O)NC3(CCCc4sccc43)C2=O)c(C)n1-c1ccccc1 (stereo unspecified),0.2,2.3,-2.1,1.6,1,0,-0.8,3,-1.7,8,0.4
COCC(=O)N1CCN(c2nc3ccccc3o2)CC1,-0.6,0.1,4.8,2.2,-1,1,1.0,0,-1.3,1,0.2
C=CCNC(=O)NC(=O)COC(=O)CCCSc1nc2ccccc2[nH]1,0.3,-1.2,0.5,-0.7,-2,-4,0.4,3,-1.2,-3,-0.1
NNC(=O)c1cc(-c2ccc(O)cc2)nc2ccc(Br)cc12,-0.4,0.1,-0.9,0.1,-4,-3,1.1,-11,-0.9,-3,-0.2
Cc1cccc(C)c1NC(=O)c1ccc2sc([C@H]3C[C@H](O)[C@@H](CO)O3)nc2c1,-0.4,-2.2,-1.4,0.9,-8,3,/,10,-0.9,-3,-0.7
N#Cc1ccc(NC(=O)c2cc(-c3cccs3)on2)cc1,-0.5,1.2,0.0,0.3,0,8,0.9,-1,-1.0,2,0.7
O=C(NCCc1ccc2c(c1)OCCO2)c1ccc([N+](=O)[O-])cc1Cl,-0.6,-0.4,-2.8,2.6,-2,-3,1.2,-4,-1.0,-2,0.4
C=CCN1[C@H](C#N)[C@@H](c2ccc(C#Cc3cccnc3)cc2)[C@H]1CO,0.4,-1.4,-0.1,/,0,-5,/,-2,-0.7,0,0.1
Cc1cc(C)c[n+](CC(=O)c2ccc(-c3ccccc3)cc2)c1,-1.5,-2.1,3.6,-0.8,0,3,-1.4,-15,-1.4,3,-0.1
S=C1SCN(Cc2ccccc2)CN1Cc1ccco1,-0.2,0.3,1.3,-0.1,-5,1,2.0,4,-1.2,3,-0.1
CCOC(=O)N1CCN(C(=O)c2ccc3c(c2)N(C)C(=O)/C(=C\c2ccc(OCC)c(OC)c2)S3)CC1,-1.3,-4.7,-8.1,1.9,-4,7,-1.0,-22,-1.9,-1,1.9
Cc1cccc(OCCOc2ccccc2C=C(C#N)C#N)c1,0.6,-2.1,7.2,-1.1,-1,-8,0.1,-4,-0.2,-1,-0.6
CCOc1ccc2[nH]c(=O)c(C(c3nnnn3Cc3ccco3)N3CCCC(C)C3)cc2c1 (stereo unspecified),-1.1,-0.8,-1.7,1.9,1,0,0.2,-21,-1.4,-1,-3.3
CCCCNc1ncnc2c1nnn2Cc1ccccc1Cl,-0.1,-1.7,-1.9,1.0,2,-5,0.6,7,-1.2,0,-0.9
CC(=O)NCCc1nc2cc(NC(=O)c3ccc(Cl)cc3)ccc2n1C,2.1,1.9,11*,4.7,7,4,1.9,10,-0.6,-1,-0.4
O=C(NCC[C@@H]1CC[C@@H](NS(=O)(=O)Cc2ccccc2)[C@@H](CO)O1)C1CC1,-0.2,0.5,-1.9,/,-1,8,/,0,-0.8,1,-0.1
COC(=O)c1c(C(=O)OC)c2ccccn2c1C(=O)c1ccccc1,-0.6,-2.0,-2.8,-0.8,4,0,-0.2,2,-1.3,-3,0.5
CCOC(=O)c1c(Nc2ccc(Cl)cc2)sc(/C=C2\C=Nc3ccccc32)c1O,-0.9&-0.6,2.4&-1.2,-0.8&0.3,0.4&1.2,2&-1,-1&0,-1.4,-2&2,-1.6&-0.6,2&4,-0.3&-0.2
Cc1cc(=O)cc(C)n1-c1ccc(Cl)c(Cl)c1,-0.4,-1.4,-0.5,0.2,-4,2,1.4,11,0.0,6,-0.2
O=C(CCNC(=O)c1ccc(Cl)cc1)Nc1cccc(S(=O)(=O)N2CCCCC2)c1,0.1,-0.1,-4.3,-1.1,-2,-1,-0.4,-18,-1.4,-2,0.4
CSc1nc(-c2ccccc2)cc(C)c1C#N,0.4,1.1,0.7,-0.7,6,0,0.2,7,-1.7,-1,0.0
Cn1nc(C(=O)NCc2cccnc2)c2ccccc2c1=O,0.1,-0.8,-0.1,1.7,-4,-1,2.1,8,-0.1,8,0.3
COc1ccc(NC(=O)C(=O)N/N=C/c2cccnc2)cc1,-0.1,-1.5,-1.6,-1.6,-3,-1,-1.3,10,-1.4,-2,-0.8
O=C(c1ccco1)N1CCN(C(=O)C2CC(c3ccc(Cl)c(Cl)c3)=NO2)CC1 (stereo unspecified),-0.6,-2.5,-1.2,-4.8,3,1,0.3,-1,-1.0,3,0.7
COc1ccc(/C=C2/SC(=S)N(CCC(=O)Nc3cccnc3)C2=O)cc1OC,1.2,0.7,3.2,-2.8,-6,0,2.4,3,-0.8,2,0.2
O=C(O)c1ccccc1C(=O)NC1CCN(c2nccc(C(F)(F)F)n2)CC1,0.5,-1.7,-2.2,1.3,3,0,0.2,9,-0.7,0,0.0
COc1ccccc1C(=O)NCC(=O)N1CCN(C/C=C/c2ccccc2)CC1,-2.7,-1.6,-1.9,2.3,-4,-3,-0.5,10,-1.8,1,-0.3
COc1cccc(OC)c1C(=O)Nc1ccc(N2CCCCC2)cc1,-0.2,2.7,0.1,0.3,-3,0,-0.8,3,-0.1,2,-0.3
N#CCCN(C(=O)COc1ccc(Br)cc1F)c1ccc(F)cc1,-0.2,-1.3,-2.5,3.2,-2,-4,1.2,-1,-0.7,0,0.8
O=C(c1cn(Cc2ccccc2)nc1-c1cccnc1)N1CCc2ccccc2C1,-2.1,-2.1,-4.2,2.4,-4,0,-0.8,7,-1.7,0,-0.5
O=C(COc1coc(CN2CCc3ccccc32)cc1=O)Nc1ccc([N+](=O)[O-])cc1,0.0,-1.5,0.5,0.7,-2,8,-0.3,3,-0.2,-2,-0.4
COc1ccc(OCC(O)CNC(=O)c2ccccc2)cc1 (stereo unspecified),0.2,-1.7,-0.5,0.5,-1,4,1.1,-4,-1.5,5,-0.4
CCOC1=C2[C@@H](CN(S(=O)(=O)c3ccc(C)cc3)[C@H]2c2ccccc2Cl)[C@H]2C(=O)N(Cc3ccccc3)C(=O)[C@H]2C1,-1.4,-3.4,-2.0,/,0,1,/,-41,-1.7,3,0.3
COc1ccccc1C(=O)NCCC(=O)NCc1cccnc1,-1.1,0.5,-3.1,2.8,-1,-3,0.8,8,-0.6,-1,0.2
Cc1ccc(C(=O)COC(=O)c2cc(=O)[nH]c3ccccc23)cc1C,1.4,-0.3,0.7,6.0,-3,0,0.1,6,-1.0,-1,-1.0
CC(=O)Nc1ccc(Nc2ncnc3c2cnn3-c2ccc(C)cc2C)cc1,0.0,0.8,-0.3,0.1,-1,-13,-0.5,-9,-1.2,-9,1.1
COC(=O)c1cc2c(c3c4ccccc4n(S(=O)(=O)c4cccc(C)c4)c13)C(=O)N(Cc1ccc(N(C)C)cc1)C2,-1.7,3.2,2.5,/,-5,-1,/,-2,-0.3,2,-0.5

Further structures.
canonical_smiles,DAX1 inh-1,hcDAF-12 act,hgDAF12 agonist,FXN GAA850 act,SMARCA2 act,GC-B act,DAX1 inh-2,HGIII-sPLA2 inh,ssDAF12 agonist,GC-A act,proKLK7 act
CN(C(=O)c1ccc(NC(=O)Cc2ccc(NC(=O)C3CCCN(C(=O)CCc4ccccc4)C3)cc2)cc1)C1CCCC1 (stereo unspecified),-5.5,-4.5,-4.2,-0.3,-5,3,-3.9,-36,-2.3,-3,0.1
COc1nc(-c2ccc(C)cc2)ccc1-c1noc(-c2cccnc2)n1,0.3,-0.6,-1.3,1.0,0,-4,0.2,-5,-0.6,0,-0.1
O=C(NC1CCCC1)C(c1ccccc1F)N(C(=O)c1ccco1)C1CCCC1 (stereo unspecified),0.0,-1.3,1.1,-3.8,0,-9,0.3,4,-1.4,-6,0.5
COC(=O)c1ccc(NC(=O)CSc2nnc(C(C)NC(=O)c3ccccc3Cl)n2C)cc1 (stereo unspecified),-1.1,-0.9,1.0,-0.5,-3,4,0.8,-5,-0.8,-3,-0.2
O=C(Nc1ccccc1[N+](=O)[O-])c1cc(S(=O)(=O)Nc2ccccn2)ccc1Cl,-0.3,0.2,-2.5,2.5,3,-5,0.2,-4,-1.2,5,0.2
C=CCn1c(NC)cc(=O)n(C)c1=O,-0.4,-1.6,-0.1,0.3,1,0,-0.4,2,0.2,4,-0.4
Cc1ccc2nc3c(c(N)c2c1)CCN3C,0.5,6.2*,6.5,2.1,7,3,3.6,2,-0.2,18,3.2
